# Source: PubChem
# SR-BI HDL uptake – inhibitors of mouse SR-BI mediated HDL lipid uptake; Q61009; ldlA[mSR-BI] CHO cells, DiI-HDL uptake fluorescence, 3 h; inhibition, % at 12.5 µM; 320,000 tested, 0.96% active;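 active = mean replicate inhibition of at least 70% and a set share of replicates each scoring 70 or more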;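 also: 0% = median of neutral control wells and 100% = median of positive control wells; values of inactives mirror those of a sister screen read the other way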
# NSD2 HMT inh – blocks human histone methyltransferase NSD2; O96028; NSD2 peptide methylation, AlphaScreen, 120 min; inhibition, % at 12.5 µM; 310,000 tested, 0.54% active; AID 743445; in the data active = inhibition above about 50%
# SR-BI DiI-HDL act – activators of SR-BI mediated HDL lipid uptake | CHO ldlA[mSR-BI] cells, DiI-HDL uptake fluorescence, 3 h; 100 = double the neutral-control signal | activation, % at 12.5 µM | 320,000 tested, 0.096% active | AID 504775;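 active = mean replicate activation of at least 60% and every replicate at or above 60%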;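 also: 0% = median plate neutral-control signal and 100% = twice that signal; values of inactives mirror those of a sister screen read the other way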
#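 System: CHO ldlA[mSR-BI] cells / Medium: HEPES-buffered (25 mM, pH 7.4) F12 plus 0.5% BSA / Probe or stimulus: labelled HDL, 10 µg/mL / Doses: single compound concentration, delivered by pin transfer / Schedule: 3 h, 37 °C / Measured by: DiI fluorescence, bottom read / Measure: cell-associated DiI fluorescence as measure of HDL uptake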
# Arrestin-AP2 inh – human beta-arrestin and AP2 interaction inhibition. 340,000 tested, 0.31% active. inhibition, % at 10 µM. FITC-arrestin peptide / GST-AP2 beads, flow cytometry; AP2 beta2 appendage carries R879A mutation;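 active = inhibition above a set limit, near 3 SD of compounds lacking own fluorescence, cut at about 54% in these data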;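 also: plate controls were DMSO wells for no effect and 5 µM unlabelled arrestin peptide for full effect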
#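 System: GST-AP2 R879A glutathione beads | Also added: FITC-arrestin peptide, 50 nM | Times: 12 min plus 1 h, RT | Signal: Bead flow cytometry, FITC channel | Buffer or medium: PBS with 0.05% Tween 20 and 0.1% BSA | Read-out basis: Percent drop in bead-associated FITC signal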
# PKA-R2B activ – PKA-R2B complex activation. activation, % at 11.4 µM. 340,000 tested, 0.079% active. PKA-R2B holoenzyme dissociation, Cy5-IP20 fluorescence polarization; R2B truncated from residue 108, S112A mutant; 0% DMSO only, 100% 113 µM cGMP. P22694+P31323;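 active = activation above a cutoff set at the mean over all compounds plus 3 SD, cut at about 18% in these data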;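 also: higher means more holoenzyme dissociation and a rise in polarization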
# Target sequence (P31323 whole entry, looked up, other chains not shown, the tested form may be a part): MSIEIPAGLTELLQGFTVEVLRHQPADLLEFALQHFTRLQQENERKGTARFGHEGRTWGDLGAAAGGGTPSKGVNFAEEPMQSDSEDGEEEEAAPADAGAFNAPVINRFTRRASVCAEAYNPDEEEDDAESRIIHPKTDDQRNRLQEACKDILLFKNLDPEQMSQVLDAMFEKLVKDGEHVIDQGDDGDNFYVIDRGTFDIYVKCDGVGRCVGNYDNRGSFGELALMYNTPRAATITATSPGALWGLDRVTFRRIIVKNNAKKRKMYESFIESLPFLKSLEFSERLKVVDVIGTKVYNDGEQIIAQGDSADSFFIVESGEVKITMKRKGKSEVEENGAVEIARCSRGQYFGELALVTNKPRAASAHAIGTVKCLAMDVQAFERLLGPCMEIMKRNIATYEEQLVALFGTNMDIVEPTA
# Keap1-Nrf2 PPI – Keap1-Nrf2 (human) interaction inhibition. Q14145. Keap1 Kelch-Nrf2 peptide fluorescence polarization, 1536-well. inhibition, % at 9.4 µM. 340,000 tested, 0.15% active. AID 504523; in the data active = inhibition above about 12%;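 also: human Keap1 Kelch domain with fluorescein labeled Nrf2 9mer peptide probe; 0% = neutral control wells and 100% = peptide positive control; higher means more block of Keap1 binding to Nrf2 peptide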
# C-LANA FP – KSHV C-LANA DNA binding inhibition. inhibition, % at 9 µM. MBP-C-LANA/FAM-LBS DNA binding, fluorescence polarization. 340,000 tested, 0.078% active;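 active = highest replicate inhibition at or above 60% at 9 µM, even if other replicates fall short; inactive = all replicates below 60% inhibition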;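 also: 0% = neutral control wells and 100% = 4 µM acridine orange control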
# PvdQ inh – blocks Pseudomonas aeruginosa PvdQ acylase activity. purified PvdQ acylase, fluorescence plate reader. inhibition, % at 10 µM. 340,000 tested, 0.063% active. AID 488965; in the data active = inhibition above about 30%, passing the limit was not always enough;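 also: 0% = vehicle neutral wells and 100% = reference inhibitor wells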
# DAGLB inhibitor – diacylglycerol lipase beta (human) inhibition | Q8NCG7 | HEK293T DAGLB membrane lysate, EnzChek fluorogenic substrate | inhibition, % at 5.17 µM | 340,000 tested, 0.059% active; in the data active = inhibition above about 34%;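 also: 0% = enzyme with vehicle and 100% = wells lacking enzyme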
# Target sequence (Q8NCG7 whole entry, looked up): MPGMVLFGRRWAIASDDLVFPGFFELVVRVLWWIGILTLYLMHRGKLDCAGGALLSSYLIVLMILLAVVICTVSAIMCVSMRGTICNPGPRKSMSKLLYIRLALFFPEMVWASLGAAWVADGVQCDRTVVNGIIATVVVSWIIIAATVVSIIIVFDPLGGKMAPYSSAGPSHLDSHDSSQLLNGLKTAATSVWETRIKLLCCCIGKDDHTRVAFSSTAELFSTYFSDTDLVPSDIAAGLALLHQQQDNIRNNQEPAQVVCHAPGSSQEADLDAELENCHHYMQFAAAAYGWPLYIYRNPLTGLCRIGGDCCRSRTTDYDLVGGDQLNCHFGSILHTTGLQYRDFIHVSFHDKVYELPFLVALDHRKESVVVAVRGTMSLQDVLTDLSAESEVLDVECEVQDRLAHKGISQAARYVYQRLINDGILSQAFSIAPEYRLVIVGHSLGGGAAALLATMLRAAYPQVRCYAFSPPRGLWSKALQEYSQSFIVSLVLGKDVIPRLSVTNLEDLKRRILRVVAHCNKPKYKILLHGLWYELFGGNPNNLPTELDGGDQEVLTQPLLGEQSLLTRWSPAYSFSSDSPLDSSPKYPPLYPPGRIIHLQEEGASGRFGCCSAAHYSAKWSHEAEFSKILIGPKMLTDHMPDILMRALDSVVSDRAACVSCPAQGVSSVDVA
# Cardiac RTF inh – cardiac RTF calcium desensitization. IANBD-labeled cardiac RTF, Ca2+ fluorescence. inhibition, % at 7.15 µM. 340,000 tested, 0.12% active;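 active = inhibition above the mean inhibition of all tested compounds plus 3 SD, cut at about 17% in these data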;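 also: assay run at fixed EC70 calcium of 1.6 mM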
# * hit, by the source's call; . = not tested or not shown; & = joins results of further samples. Compounds were not picked by outcome; about 2.1% have a hit in one of these screens.
# The opening two records, ahead of the listing:
SMILES,SR-BI HDL uptake,NSD2 HMT inh,SR-BI DiI-HDL act,Arrestin-AP2 inh,PKA-R2B activ,Keap1-Nrf2 PPI,C-LANA FP,PvdQ inh,DAGLB inhibitor,Cardiac RTF inh
COC(=O)COc1ccsc1C(=O)OC,-17,0,17,13,-5,-1,-0.3,-1,-3,0
Cc1c(Br)c([N+](=O)[O-])nn1CC(=O)Nc1cccc2nonc12,29,-4,-29,6,-7,3,0.0,-11,2,-7

# The listing (from the top)
SMILES,SR-BI HDL uptake,NSD2 HMT inh,SR-BI DiI-HDL act,Arrestin-AP2 inh,PKA-R2B activ,Keap1-Nrf2 PPI,C-LANA FP,PvdQ inh,DAGLB inhibitor,Cardiac RTF inh
COC(=O)COc1ccsc1C(=O)OC,-17,0,17,13,-5,-1,-0.3,-1,-3,0
Cc1c(Br)c([N+](=O)[O-])nn1CC(=O)Nc1cccc2nonc12,29,-4,-29,6,-7,3,0.0,-11,2,-7
Cc1nnc(SCC(=O)NC2CCCCC2)n1C1CCCCC1,-29,-3,29,-5,-1,1,0.1,-17,0,-10
Fc1ccc(Br)cc1/C=N/N1CCN(c2ccccc2)CC1,-18,4,18,35,11,1,21,-14,-3,0
Cc1cc(Br)ccc1NC(=O)c1ccccc1-c1ccccc1,54,0,-53,1,-3,-3,0.0,-7,-4,-1
O=C(/C=C/c1ccc(S(=O)(=O)N2CCOCC2)cc1)NC(=S)NCCCn1ccnc1,-2,0,2,-16,4,-4,0.1,-10,0,-5
CCN1CCN(CCC(=O)Nc2ccccc2OC)CC1,-9,2,9,3,15,-3,2.4,-5,-3,-11
Cc1cc(C)n2nc(C(=O)NCc3ccccc3)nc2n1,-8,4,8,0,0,-2,0.6,-6,1,-16
CCOC(=O)N1CCN(c2c(NCc3ccccn3)c(=O)c2=O)CC1,-30,.,30,11,-4,-1,-0.2,6,-6,2
COc1ccccc1NC(=O)CCC(=O)O,22,0,-22,-14,8,-7,0.2,-8,2,-2
CCN(CC)C(=O)CN1CCN(Cc2ccc3c(c2)OCO3)CC1,-50,30,50,-2,1,-1,0.6,-14,-1,-18
O=C(NC1CCCCC1)C(c1cccnc1)N(C(=O)c1ccc(Cl)nc1)C1CCCCC1 (configuration not stated),-19,-2,19,15,-3,2,0.4,-1,-1,-5
COc1ccc(C(=O)N2CCCC(Nc3ccc(C(C)C)cc3)C2)c(OC)n1 (configuration not stated),1,5,-1,10,8,-3,0.2,-13,1,0
O=S(=O)(Cc1ccccc1)N1CCN(Cc2ccccc2)CC1,2,0,-2,-12,-1,0,-1.2,1,-3,0
Cn1c(-c2ccc(F)cc2)cnc1SCC(=O)N1CCCc2ccccc21,-12,4,12,-10,-5,-6,0.0,-14,-3,1
COc1ccccc1OCc1ccc(C(=O)NCc2cccnc2)o1,1,-45,-1,7,-1,-1,-0.6,-11,0,13
CC12CCC(=O)N1C(C(=O)Nc1ccc(Cl)c(Cl)c1)CS2 (configuration not stated),1,13,-1,-4,-5,-6,-1.0,-15,0,-8
CC(=O)Nc1ccc(N2Cc3ccccc3C2)cc1,-11,3,11,19,-2,1,1.5,1,0,-11
O=C(NC1CCCCC1)c1ccc(-c2ccc(Cl)cc2)o1,49,-2,-49,-2,-10,-1,-0.5,-14,-1,-6
CCc1ccc2[nH]c(=O)c(CN(CCCO)C(=O)NCc3ccccc3)cc2c1,8,-2,-8,4,9,-5,-0.7,9,5,-3
O=S(=O)(c1ccc(N2CCC(c3ccc(Cl)cc3)=N2)cc1)N(CCO)CCO,16,-6,-16,23,2,-4,-0.3,-28,2,9
CCC(C)Nc1nc(OCC(F)(F)F)nc(OCC(F)(F)F)n1 (configuration not stated),10,0,-10,5,4,-7,0.4,-15,-5,-2
COc1cc(/C=N/NS(=O)(=O)c2ccc(C)c([N+](=O)[O-])c2)cc([N+](=O)[O-])c1O,-2,5,2,32,7,0,0.0,5,6,2
C=CCNc1nc(C)c(C(C)=O)cc1C#N,-5,-1,5,15,-12,-1,-0.5,17,0,-1

# Some of the entries so far, tab-delimited.
canonical_smiles	SR-BI HDL uptake	NSD2 HMT inh	SR-BI DiI-HDL act	Arrestin-AP2 inh	PKA-R2B activ	Keap1-Nrf2 PPI	C-LANA FP	PvdQ inh	DAGLB inhibitor	Cardiac RTF inh
O=S(=O)(Cc1ccccc1)N1CCN(Cc2ccccc2)CC1	2	0	-2	-12	-1	0	-1.2	1	-3	0
Cn1c(-c2ccc(F)cc2)cnc1SCC(=O)N1CCCc2ccccc21	-12	4	12	-10	-5	-6	0.0	-14	-3	1
COc1ccccc1OCc1ccc(C(=O)NCc2cccnc2)o1	1	-45	-1	7	-1	-1	-0.6	-11	0	13
CC12CCC(=O)N1C(C(=O)Nc1ccc(Cl)c(Cl)c1)CS2 (configuration not stated)	1	13	-1	-4	-5	-6	-1.0	-15	0	-8
CC(=O)Nc1ccc(N2Cc3ccccc3C2)cc1	-11	3	11	19	-2	1	1.5	1	0	-11
O=C(NC1CCCCC1)c1ccc(-c2ccc(Cl)cc2)o1	49	-2	-49	-2	-10	-1	-0.5	-14	-1	-6
CCc1ccc2[nH]c(=O)c(CN(CCCO)C(=O)NCc3ccccc3)cc2c1	8	-2	-8	4	9	-5	-0.7	9	5	-3
O=S(=O)(c1ccc(N2CCC(c3ccc(Cl)cc3)=N2)cc1)N(CCO)CCO	16	-6	-16	23	2	-4	-0.3	-28	2	9
CCC(C)Nc1nc(OCC(F)(F)F)nc(OCC(F)(F)F)n1 (configuration not stated)	10	0	-10	5	4	-7	0.4	-15	-5	-2
COc1cc(/C=N/NS(=O)(=O)c2ccc(C)c([N+](=O)[O-])c2)cc([N+](=O)[O-])c1O	-2	5	2	32	7	0	0.0	5	6	2
C=CCNc1nc(C)c(C(C)=O)cc1C#N	-5	-1	5	15	-12	-1	-0.5	17	0	-1

# Further records follow:
SMILES,SR-BI HDL uptake,NSD2 HMT inh,SR-BI DiI-HDL act,Arrestin-AP2 inh,PKA-R2B activ,Keap1-Nrf2 PPI,C-LANA FP,PvdQ inh,DAGLB inhibitor,Cardiac RTF inh
O=C(CCn1c(=O)c2ccccc2n(Cc2cccc([N+](=O)[O-])c2)c1=O)N1CCc2ccccc2C1,-22,-3,22,16,-4,-2,-0.5,9,0,-3
COc1cccc(-n2c(=O)c3sccc3n(CC(=O)NC3CCCC3)c2=O)c1,.,-9,.,-7,1,-7,-1.9,-8,1,-1
CC(=O)N1c2ccc(S(=O)(=O)N3CCCC3)cc2CC1C(=O)Nc1cc(C)cc(C)c1 (configuration not stated),-3,-3,3,17,2,0,0.5,1,3,-5
O=C(O)CNC(=O)c1ccc(NC(=O)/C(=C/c2cccc([N+](=O)[O-])c2)NC(=O)c2ccco2)cc1,-15,-2,15,-10,-11,-2,0.7,1,3,2
Cc1cc(NCCN2CCOCC2)n2nc(C)c(-c3ccc(Cl)cc3)c2n1,.,.,.,11,6,4,2.4,-9,-1,-4
CCc1cc(C(=O)COc2ccc(F)cc2)c(O)cc1O,1,0,-1,3,-18,2,-0.2,3,-3,0
Cc1ccc(-n2c(C)cc(C(=O)CN3C(=O)C(=O)N(C4CCCC4)C3=O)c2C)cc1,1,0,-1,-8,-13,-2,-0.5,-12,-8,14
Cc1ccc(/C=C/C(=O)O)cc1S(=O)(=O)N1CCc2ccccc21,-7,0,7,-4,2,-2,1.2,-7,-1,-4
Cc1cc(S(=O)(=O)N2CCN(c3ccc(F)cc3)CC2)ccc1-n1cnnn1,5,5,-5,21,2,0,0.5,-12,-1,-3
CCOC(=O)CCCCCC(=O)Nc1ccc2c(c1)CC(=O)N([C@@H](C)CO)C[C@H](C)[C@@H](CN(C)Cc1ccccc1)O2,-5,.,5,.,0,-4,-0.8,-16,-2,-6
O=C(c1cccc(C(F)(F)F)c1)c1c[nH]c(C(=O)NCC2CCCO2)c1 (configuration not stated),15,-2,-15,20,-5,1,-2.6,-3,-1,4
COc1ccc(N2CCN(C(c3cccs3)c3nnnn3C3CCCC3)CC2)cc1 (configuration not stated),9,4,-9,3,-10,2,1.6,-6,2,0
CSCC[C@@H](C(=O)NCCCCCCCCCCC(=O)N1CCNCC1)n1cc(CCO)nn1,-11,.,11,9,-10,-4,-0.3,2,1,10
CN(C)CCC(c1ccc(Br)cc1)c1ccccn1 (configuration not stated),-13&-10&-5,.,13&27&5,18&9&-13,0&-2&4,0&-2&1,1.7&-0.8&0.1,4&-2&-7,0&2&3,6&-4&4
CCOc1c(C)cc2[nH]c(CCC(=O)O)nc2c1C,-18,3,18,31,4,-4,0.3,9,-2,-1
C=CCn1c(SCC(=O)Nc2sc3c(c2C#N)CCC(C)C3)nc2cc(C(=O)O)ccc2c1=O (configuration not stated),-16,1,16,2,-4,-1,0.5,7,1,3
CCN=C(NCC)SC1CC(=O)N(c2ccc(F)cc2)C1=O (configuration not stated),8,.,-8,4,-4,4,0.9,-14,1,-3
Nc1cc(-c2ccccc2)nn1S(=O)(=O)c1ccc(Br)cc1,30,.,-30,8,6,-3,0.3,-1,-1,-12
C/C(=N\Nc1ccccc1)c1cccs1,-14,1,14,-4,-8,3,1.3,-10,4,1
Cc1ccc(C(=O)NC(Cc2ccc(C(C)(C)C)cc2)C(=O)O)cc1 (configuration not stated),-13,.,13,10,-8,-3,-0.6,11,3,-5
O=C(NCC1CCCO1)c1ccc2c(c1)N(Cc1ccc(F)cc1Cl)C(=O)CS2 (configuration not stated),-2,2,2,-7,8,1,-0.2,-15,-3,-4
Cn1c(=O)c2c(nc(Br)n2CCc2ccccc2)n(C)c1=O,-4,-1,4,-2,-7,-1,0.2,-13,0,-11
COC(=O)CCC(=O)Nc1ccc(OC)cc1,-24,1,24,4,-7,-1,2.2,-3,0,-8
CC(C)(C)OC(=O)C[C@H]1C/C=C\C[C@H](CC(=O)N[C@H](CO)Cc2ccccc2)C(=O)N[C@@H](Cc2ccccc2)COC1=O,60,.,-60,9,-6,0,0.5,-11,-4,-7
COCCn1c(C)cc(C(=O)COC(=O)c2cc3c(s2)CCC3)c1C,2,0,-2,22,-7,1,4.9,11,0,-2
O=C(O)CN(CC(=O)O)CC(=O)O,-7,.,7,-9,3,5,4.2,-4,1,14
CC(C)c1ccc(NC(=O)c2ccc(NS(C)(=O)=O)cc2)cc1,9,0,-9,-9,-2,3,-0.9,-14,0,-7
